Assay outcomes as filed in PubChem BioAssay.
S2 tox – Viability Counterscreen for Primary qHTS for Inhibitors of ATXN expression. hit rate 0.49% among 400,000. AID 651635, 2014. S2 cells (HEK-293 line with an ATXN2-luciferase reporter) viability, CellTiter-Fluor protease fluorescence, 24 h. Potency, µM (top dose mostly 56.7 µM), usual class: cytotoxic; further: potency means the concentration at half of the fitted maximal effect; nearly all actives have a fitted effect of over 40% in size
ATXN2 expr inh – Primary qHTS for Inhibitors of ATXN expression; HEK-293 ATXN2-luciferase reporter, luminescence, 24 h; Potency, µM (highest dose often 57 µM), for the others: at the highest dose activity change, negative = inhibition, hits mostly inhibitors; hit rate 0.72% among 360,000; AID 1745845, 2022; further: potency means the concentration at half of the fitted maximal effect; on the % scale 0 is the no-effect control and ±100 the full control effect; nearly all actives have a fitted effect of over 55% in size
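qHTS (up to 57 uM final) was run with 24 h compound exposure of reporter cells at 37 °C. Each well was multiplexed: SteadyGlo luminescence measured ATXN2-luciferase expression after a fluorogenic Gly-Phe-AFC viability readout (25 uM final).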
IL-2 act – qHTS of IL-2 Activators. IL-2 activation reporter assay, cell-based qHTS; stimulated with anti-CD3/CD4/CD28 beads; in transgenic mouse T cells. activation, % (series mostly up to about 46 µM). hit rate 0.065% among 360,000. AID 652025, 2013; in the data active means activation above about 50%; inconclusive means mostly about 30% to 49%; further: 0% is about no effect
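Screening format: compound pinned onto unstimulated transgenic mouse T cells, 60 min incubation, then anti-CD3/anti-CD4/anti-CD28 bead stimulation for 18 hours at 37 degrees C, followed by EGFP and DsRed detection.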
TGFb inhibitor – qHTS for Inhibitors of TGF-b. HepG2 CAGA-GFP TGF-b/SMAD3 reporter, GFP fluorescence, 18 h; TGF-beta stimulated, 500 pg/mL final. Potency, µM (doses to about 46.1 µM), inactives show top-dose activity, negative = inhibition, actives largely listed as inhibitors. AID 588855, 2011. hit rate 1.2% among 410,000; further: potency means the concentration at half of the fitted maximal effect; on the % scale 0 is the no-effect control and ±100 the full control effect; nearly all actives have a fitted effect of over 65% in size
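Using HEPG2 CAGA-GFP reporter cells at 1000 cells/well, we pinned test compounds, stimulated with recombinant TGF-beta (500 pg/mL final) and measured total well GFP after 18 h.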
Nrf2 block – Nrf2 qHTS screen for inhibitors; A549 ARE-Fluc reporter, luciferase luminescence, 18-24 h; Potency, µM (doses to about 46 µM), inactives show top-dose activity change, negative = inhibition, most hits filed as inhibitors; hit rate 2.1% among 360,000; AID 504444, 2011; further: potency means the concentration at half of the fitted maximal effect; on the % scale 0 is the no-effect control and ±100 the full control effect; nearly all actives have a fitted effect of over 60% in size
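Quantitative HTS in A549 cells stably bearing an antioxidant response element-firefly luciferase construct. Inhibition of Nrf2-driven transcription was scored by luminescence after 18-24 h of compound exposure at 37 °C.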
HepG2 tox – qHTS for Inhibitors of TGF-b: Cytotox Counterscreen | HepG2 CAGA-GFP viability, ATP luminescence, 18 h | Potency, µM (series often up to 46.1 µM), inactives show at the top dose activity change, negative = cytotoxicity, most hits filed as cytotoxic | hit rate 0.76% among 410,000 | AID 588856, 2011; further: potency means the concentration at half of the fitted maximal effect; some results filed as inactive show a strong effect at the top dose
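HepG2 CAGA-GFP cells (1000/well, DMEM with 1% FBS) received compound, then TGF-beta at 500 pg/mL final, and were incubated 18 hours at 37 degrees C. Viability was read by CellTiter-Glo luminescence. Media-only wells were set as complete cell-killing and DMSO as no toxicity.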
EPAC2 agonist – qHTS for Agonist of cAMP-regulated guanine nucleotide exchange factor 4 (EPAC2): primary screen; EPAC2 activation, biochemical qHTS; response scale: 100% = 6.5 mM cAMP response; AID 720711, 2013; hit rate 0.079% among 360,000; Rap guanine nucleotide exchange factor 4 (Homo sapiens), Q8WZA2; Potency, µM (doses to about 154 µM), without a hit: top-dose activation, usual class: activators; further: potency means the concentration at half of the fitted maximal effect; nearly all actives have a fitted effect of over 50% in size
Target sequence (Q8WZA2 whole entry, looked up): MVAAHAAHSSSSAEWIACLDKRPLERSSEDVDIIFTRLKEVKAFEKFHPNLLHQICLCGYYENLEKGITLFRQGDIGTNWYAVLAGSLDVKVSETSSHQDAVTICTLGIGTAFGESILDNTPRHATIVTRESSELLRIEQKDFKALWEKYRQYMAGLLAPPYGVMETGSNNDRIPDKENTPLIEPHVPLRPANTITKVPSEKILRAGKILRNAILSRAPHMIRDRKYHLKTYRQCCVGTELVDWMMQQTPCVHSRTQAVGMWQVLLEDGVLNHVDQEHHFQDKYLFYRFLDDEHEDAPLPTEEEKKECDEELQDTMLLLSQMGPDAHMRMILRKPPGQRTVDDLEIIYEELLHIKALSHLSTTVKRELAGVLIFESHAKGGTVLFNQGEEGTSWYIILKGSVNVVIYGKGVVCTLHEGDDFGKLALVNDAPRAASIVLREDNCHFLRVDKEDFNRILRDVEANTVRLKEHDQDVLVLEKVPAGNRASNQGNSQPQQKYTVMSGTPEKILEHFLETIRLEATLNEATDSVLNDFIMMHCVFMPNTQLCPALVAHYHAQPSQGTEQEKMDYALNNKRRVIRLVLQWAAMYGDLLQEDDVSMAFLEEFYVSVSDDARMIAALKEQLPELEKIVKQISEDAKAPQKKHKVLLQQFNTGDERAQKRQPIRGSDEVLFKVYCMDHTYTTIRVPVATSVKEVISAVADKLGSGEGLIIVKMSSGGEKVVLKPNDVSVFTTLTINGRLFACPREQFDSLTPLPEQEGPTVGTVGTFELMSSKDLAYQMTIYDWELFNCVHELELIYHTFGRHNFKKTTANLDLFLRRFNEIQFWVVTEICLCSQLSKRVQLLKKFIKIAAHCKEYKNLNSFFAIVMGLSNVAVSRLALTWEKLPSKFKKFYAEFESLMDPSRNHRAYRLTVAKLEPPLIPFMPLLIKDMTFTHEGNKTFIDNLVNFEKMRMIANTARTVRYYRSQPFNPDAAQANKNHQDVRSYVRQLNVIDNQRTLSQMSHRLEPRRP
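In this primary screen, activation is scored as increased exchange of BODIPY-GDP from Rap1B by 100 nM EPAC2, with 50 uM GDP as competitor. Signal is normalized to the 6.5 mM cAMP agonist control.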
Nrf2 ARE act – qHTS of Nrf2 Activators. AREc32 ARE-luciferase reporter (MCF7-derived line), luminescence, 24 h. hit rate 0.31% among 410,000. Potency, µM (series often up to 46.1 µM), for inactives: top-dose activation, hits mostly activators; further: potency means the concentration at half of the fitted maximal effect; % of control where 0% means no effect; nearly all actives have a fitted effect of over 65% in size
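Quantitative high-throughput format: AREc32 reporter cells, 1000 per well, received compound by pin transfer and were incubated 24 hr at 37 deg C, 5% CO2, before Steady-Glo luminescence detection.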
A549 tox – Nrf2 qHTS screen for inhibitors: counterscreen for cytotoxicity; A549 ARE-Fluc cells, CellTiter-Fluor viability, 18-24 h; Potency, µM (doses to about 46 µM), inactives show at the top dose activity change, negative = cytotoxicity, hits mostly inhibitors; hit rate 0.16% among 390,000; further: potency means the concentration at half of the fitted maximal effect; on the % scale 0 is the no-effect control and ±100 the full control effect
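A549 ARE-Fluc cells in 5% FBS OPTI-MEM, 5000 cells/well, rested 2 h then exposed to compounds in concentration-response for 18-24 h at 37 °C. Viability by CellTiter-Fluor fluorescence (Ex 405/Em 525) after 30 min; luciferase luminescence (BugLite, 15 min, RT) read afterwards.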
* hit, by the source's call; i = inactive; ? = inconclusive; nt = no result given; [ ] = another dose, or the depositor's remark. Unless noted, the call rests on the fitted dose curve; in most records, active means well fitted curve in the direction sought with a large enough effect; inconclusive means small, poorly fitted or top-dose-only effect, or another doubt; inactive means no such curve, though single readings can be large; an effect the other way counts as inactive or inconclusive.

SMILES	S2 tox	ATXN2 expr inh	IL-2 act	TGFb inhibitor	Nrf2 block	HepG2 tox	EPAC2 agonist	Nrf2 ARE act	A549 tox
O=[N+]([O-])/C=C1\CCCCCN1	i	nt	0.7	-24%	10%	-43%	8%	0.1%	8%
CC1=NN(c2ccc(C(=O)OC(C)C)cc2)C(=O)/C1=C\C=C\c1ccco1	i	-16%	-1.9	-9%	-6%	-5%	10%	5.8%	-6%
O=C1/C(=C/c2cccc(Cl)c2)SC(=S)N1CCC(=O)N1CCCCC1CCO (stereo not given)	?	nt	0.3	-29%	5%	-28%	5%	?	11%
CC(=N)c1c(O)c2ccccc2oc1=O	i	8%	-3.4	6%	8%	-2%	11%	4.1%	1%
COc1cc(/C=C/C(=O)O)ccc1O	i	-1%	-0.9	-3%	9%	-5%	5%	0.2%	3%
CCN(CC)C(=S)Nc1ccc(C(=O)OC)cc1	i	-7%	0.8	23%	8%	7%	-2%	0.0%	-2%
COc1ccc(CNC(=O)CCCC2=NS(=O)(=O)c3ccccc3N2)cc1	i	3%	-4.5	3%	12%	0%	6%	-0.7%	3%
COc1ccccc1C1CC(c2ccc(Cl)cc2)Nc2ncnn21 (stereo not given)	i	-15%	-2.0	-6%	-9%	-5%	8%	0.0%	-4%
COC(=O)c1cc(S(=O)(=O)N2CCC(c3cc(OC)ccc3OC)C2)c[nH]1 (stereo not given)	i	-19%	-3.8	-21%	-26%	-15%	1%	-0.2%	-4%
O=C(NC(c1ccccc1)c1ccc2ccccc2n1)C1CCN(CCOc2ccc(Cl)cc2)CC1 (stereo not given)	28µM*	28µM*	-0.6	7.1µM*	nt	11µM*	10%	-4.7%	nt
CC(C)Nc1nc(NC(C)C)nc(SCC(N)=O)n1	i	-8%[11.3 µM]	2.4	-1%	-8%	2%	-5%	0.2%	-8%
Cc1cccc(N(CC(O)CN2CCOCC2)S(=O)(=O)c2ccccc2)c1 (stereo not given)	i	14%	-0.9	3%	6%	3%	10%	0.4%	12%
CCC(C(=O)Nc1c[nH]c(=O)[nH]c1=O)c1ccccc1 (stereo not given)	i	1%	-0.5	3%	3%	-15%	0%	0.2%	9%
O=C1c2ccccc2C(=O)N1CCCc1nc(-c2ccccn2)no1	i	2%	-1.0	0%	28%	-11%	1%	0.2%	-2%
CCCS(=O)(=O)N1CCCC(C(=O)NCCc2ccc(Cl)cc2)C1 (stereo not given)	i	2%	0.4	0%	-4%	16%	12%	0.5%	1%
Cc1nnc(SCC(=O)Nc2ccc(N(C)C)cc2)[nH]c1=O	i	6%	nt	2%	6%	-28%	nt	0.9%	9%
CC(NC(=O)c1ccccc1NC(=O)c1ccco1)c1ccccc1 (stereo not given)	i	-4%	-0.2	-7%	-22%	-23%	9%	-0.4%	-7%
c1ccc2oc(-c3[nH]ncc3CN(Cc3ccncc3)CC3CCCO3)cc2c1 (stereo not given)	i	nt	-2.6	0%	-4%	-60%	8%	4.5%	3%
CCCCNc1c(-c2cccc(-c3ccc(OC)cc3)c2)nc2cc(C)ccn12	?	?	-0.9	?	?	-28%	-3%	-4.0%	?
CCC(C)C(=O)Nc1nnc(SCC(=O)NC(C)(C)C)s1 (stereo not given)	i	nt	-0.4	0%	-7%	-2%	6%	-0.1%	1%
Cc1ccc(-n2nc(C)c3c(C)onc3c2=O)cc1	i	nt	2.6	4%	-1%	1%	5%	2.6%	-5%
CCc1ccccc1NC(=O)Nc1cc(C(=O)NCc2cccc(F)c2)ccc1N1CCCC1	?	-25%	nt	-24%	nt	-16%	nt	-0.7%	-26%
O=C(NCc1ccccn1)c1ccc(COc2ccc(Cl)cc2)o1	i	-31%	0.6	-1%	23µM*	-13%	10%	3.7%	-1%
OC1(c2cccnc2)CCN(Cc2nnnn2C2CCCCC2)CC1	i	4%	0.3	0%	6%	-22%	2%	0.2%	-6%
CC(=O)c1cnc(SCc2ccc(Cl)cc2)nc1C	nt	47%[activator]	0.4	-11%	-24%	-16%	8%	3.0%	0%
COc1ccc2cc(C(=O)O)ccc2c1	i	17%	-0.8	-1%	-9%	0%	12%	-0.4%	0%
C/C(=N\NC(=O)c1ccccc1O)C1C(=O)c2ccccc2C1=O	nt	nt	-2.0	4%	-14%	0%	-4%	0.1%	-10%
CCn1c(SCC(=O)Nc2nccs2)nnc1-c1ccc(C)cc1	i	-8%	-1.5	-3%	?	-30%	3%	-0.1%	nt
O=C(NCC1COc2ccccc2O1)c1cccs1 (stereo not given)	i	40%[activator]	-0.3	-12%	?	-14%	13%	1.9%	2%
CC1CCCN(C(=O)c2cccc(S(=O)(=O)N3CCCc4ccccc43)c2)C1 (stereo not given)	i	-12%	1.7	?	-30%	-33%	3%	-0.4%	-23%
CC1CCCN(C(=O)COc2ccc(NC(=O)c3cccs3)cc2)C1 (stereo not given)	i	3%	0.9	2%	2%	-5%	9%	3.8%	-12%
Cc1cc(N2CCC(C)CC2)nc(NCc2ccccc2)n1	i	?	-4.6	?	-6%	-51%	7%	-0.1%	1%
Cc1[nH]c2nc3ccccc3n2c(=O)c1CCC(C)C	i	7%	0.0	-16%	4%	-23%	-5%	3.1%	4%
COC(=O)c1cc(=O)n(Cc2ccc(OC)cc2)c(=NCc2ccc(OC)cc2)s1	i	3%	-2.3	0%	20%	-14%	1%	0.7%	-4%
Cc1noc(Cn2c(=O)c3ccccc3n(CC(=O)Nc3ccccc3C(F)(F)F)c2=O)n1	nt	nt	nt	-8%	?	-1%	nt	3.5%	12%
CC(=NNC(=S)N1CCCCC1)c1ccccn1	?	nt	-1.8	0.63µM*	nt	-70%	2%	18%	nt
CCc1ccc2c(c1)c(=O)c(C(=O)c1ccc(C)cc1)cn2CC(=O)Nc1ccccc1C	i	15%	nt	-3%	0%	4%	nt	-0.1%	-14%
CC(Oc1ccc(C#N)cc1)C(=O)NC1CCCC1 (stereo not given)	i	nt	0.4	14%	4%	-5%	3%	0.7%	-3%
N#Cc1ccccc1S(=O)(=O)N1CCN(Cc2cc3c(cc2Br)OCCO3)CC1	i	nt	-3.1	-23%	nt	-30%	22%	0.8%	nt
CC(C)C(C)NC(=O)CN1C(=O)NC(C)(c2ccc3ccccc3c2)C1=O (stereo not given)	i	-8%	-0.1	-2%	5%	5%	7%	3.0%	-2%
CC(C)OC(=O)CSc1nnc(-c2ccccn2)n1C	i	2%	0.1	-7%	-18%	6%	5%	-0.7%	-16%
CN(C)C(=O)c1ccc(-n2cccn2)nc1	i	5%[11.3 µM]	1.2	18%	15%	4%	16%	-0.1%	5%
CCC(C)CN1CCC(CO)(Cc2ccccc2Cl)CC1 (stereo not given)	i	-10%	-1.7	3%	-8%	-27%	0%	0.0%	3%
COc1ccc(CCN(C)C(=O)CSc2nnc(-c3ccco3)o2)cc1OC	i	6%	-4.4	-5%	4%	-8%	1%	2.1%	0%
CCN(Cc1ccccc1)S(=O)(=O)c1ccccc1Br	i	-9%	-0.4	-14%	5%	-2%	13%	3.6%	10%
O=C(COC(=O)c1ccccc1[N+](=O)[O-])c1ccc(C2CCCCC2)cc1	i	2%	-1.5	-3%	?	2%	2%	-0.7%	-13%
COc1ccccc1OCC(=O)Nc1ccc(CSc2ccccc2)cc1C	i	-4%	-0.1	-6%	10µM*	-16%	13%	0.2%	-15%
O=C(CCCc1ccccc1)NCCCN1CCOCC1	i	4%	0.1	1%	3%	3%	-5%	-0.2%	5%

By substructure: the entries above with an aryl thioether with sulfur outside any ring (8)
SMILES	S2 tox	ATXN2 expr inh	IL-2 act	TGFb inhibitor	Nrf2 block	HepG2 tox	EPAC2 agonist	Nrf2 ARE act	A549 tox
CC(C)Nc1nc(NC(C)C)nc(SCC(N)=O)n1	i	-8%[11.3 µM]	2.4	-1%	-8%	2%	-5%	0.2%	-8%
Cc1nnc(SCC(=O)Nc2ccc(N(C)C)cc2)[nH]c1=O	i	6%	nt	2%	6%	-28%	nt	0.9%	9%
CCC(C)C(=O)Nc1nnc(SCC(=O)NC(C)(C)C)s1 (stereo not given)	i	nt	-0.4	0%	-7%	-2%	6%	-0.1%	1%
CC(=O)c1cnc(SCc2ccc(Cl)cc2)nc1C	nt	47%[activator]	0.4	-11%	-24%	-16%	8%	3.0%	0%
CCn1c(SCC(=O)Nc2nccs2)nnc1-c1ccc(C)cc1	i	-8%	-1.5	-3%	?	-30%	3%	-0.1%	nt
CC(C)OC(=O)CSc1nnc(-c2ccccn2)n1C	i	2%	0.1	-7%	-18%	6%	5%	-0.7%	-16%
COc1ccc(CCN(C)C(=O)CSc2nnc(-c3ccco3)o2)cc1OC	i	6%	-4.4	-5%	4%	-8%	1%	2.1%	0%
COc1ccccc1OCC(=O)Nc1ccc(CSc2ccccc2)cc1C	i	-4%	-0.1	-6%	10µM*	-16%	13%	0.2%	-15%
